NPY1 pot ag: potentiates or activates human NPY-Y1 receptor; activation, % at 3.6 µM; P25929; NPY-Y1 expressing cells, potentiator/agonist activation; AID 1304; hit rate 0.37% among 220,000; in the data active = activation above about 33%, passing the limit was not always enough;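 also: cells stimulated with NPY at EC10 then isoproterenol at EC100; 0% = low agonist plus stimulus and 100% = saturating agonist plus stimulus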
Target sequence (P25929 whole entry, looked up): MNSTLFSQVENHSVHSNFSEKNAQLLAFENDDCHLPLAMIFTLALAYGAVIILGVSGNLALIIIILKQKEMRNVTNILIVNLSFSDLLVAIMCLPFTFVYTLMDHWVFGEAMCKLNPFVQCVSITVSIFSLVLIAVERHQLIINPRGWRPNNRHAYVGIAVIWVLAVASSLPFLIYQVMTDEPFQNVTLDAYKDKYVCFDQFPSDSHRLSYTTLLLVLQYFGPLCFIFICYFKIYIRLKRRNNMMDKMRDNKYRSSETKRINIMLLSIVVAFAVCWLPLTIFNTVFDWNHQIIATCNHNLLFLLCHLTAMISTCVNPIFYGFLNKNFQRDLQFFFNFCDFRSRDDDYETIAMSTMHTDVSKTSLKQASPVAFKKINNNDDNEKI
EP2 mod: modulators of human EP2 prostaglandin E2 receptor; hit rate 0.83% among 260,000; induction, % at 25 µM; EP2-expressing cells, cAMP HTRF FRET, PGE2 co-stimulation;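 active = compounds whose cAMP rise, as percent of the full-agonist control response, exceeds 60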;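 also: rat C6 glioma line stably carrying human EP2 under a CMV promoter; the protocol text gives 20 µM as final concentration; 100% = response of wells given 1 µM PGE2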
Target sequence (P43116 whole entry, looked up): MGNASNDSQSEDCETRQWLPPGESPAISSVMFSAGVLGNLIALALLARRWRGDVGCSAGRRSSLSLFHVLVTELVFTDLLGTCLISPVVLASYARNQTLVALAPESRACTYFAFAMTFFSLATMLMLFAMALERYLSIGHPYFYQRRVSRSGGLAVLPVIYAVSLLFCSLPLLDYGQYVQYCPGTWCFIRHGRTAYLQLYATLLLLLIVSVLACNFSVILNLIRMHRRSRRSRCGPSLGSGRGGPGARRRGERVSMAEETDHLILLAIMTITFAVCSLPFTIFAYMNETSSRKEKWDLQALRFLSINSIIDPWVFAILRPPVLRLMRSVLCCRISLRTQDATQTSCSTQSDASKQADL
PPC-1+TRAIL kill: PPC-1 cancer cell killing with TRAIL present; PPC-1 cells + TRAIL, ATPLite viability luminescence; cell killing (% activity), % at 4 µM; hit rate 0.41% among 220,000; AID 1443;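 active = cell killing above 50% in the first pass at 4 µM, then a duplicate retest at 5 µM averaging 50% or more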;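 also: plate controls were cells with TRAIL plus DMSO for no effect and medium-only wells lacking cells for full effect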
TRPN1 ag: activates the zebrafish TRPN1 channel; HEK293 zebrafish TRPN1-YFP, Fluo-8 calcium fluorescence; 100% = response to 87 µM carbachol; activation, % at 3 µM; hit rate 0.18% among 220,000;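 active = activation above its plate's cutoff, the mean activation of test wells on that plate plus 3 SD, cut at about 19% in these data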;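 also: 0% = DMSO alone and 100% = 87 µM carbachol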
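Assay system: Zebrafish TRPN1-YFP in HEK293 cells | Incubation: Dye loading 1 h at 37 °C, then 30 min room temperature | Measured by: Kinetic Fluo-8 fluorescence, ex 470-495, em 515-575 nm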
CHOP inh: CHOP inhibition in unfolded protein response; CHO-K1 CHOP-promoter luciferase, tunicamycin-induced, 15-18 h; inhibition, % at 10 µM; hit rate 3.8% among 220,000;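 active = compounds that reduced the stress-induced luciferase reporter signal by more than about 70% of percent inhibition, limit read from the data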;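 also: 0% = tunicamycin plus vehicle and 100% = wells without tunicamycin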
TRPML3 agonist: agonists of human TRPML3 channel; activation, % at 3 µM; hit rate 0.29% among 220,000; HEK293 TRPML3-YFP, Fluo-8 calcium fluorescence; 100% = the carbachol control signal; Q8TDD5;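 active = activation above its plate's cutoff, the mean activation of the plate's test wells plus 3 SD, cut at about 12% in these data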;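 also: 0% = DMSO only wells and 100% = carbachol wells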
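system = HEK293 cells stably carrying human TRPML3-YFP | doses = one concentration, 3 µM nominal, 0.3% DMSO | timing = dye loading 1 h 37 °C then 30 min ambient, 125 s read | detection = Fluo-8 calcium dye fluorescence, ex 470-495, em 515-575 nm | benchmarks = high control carbachol 87 µM, low control DMSO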
EP2 antag: EP2 receptor (human) inhibition; P43116; C6 glioma cells expressing human EP2, cAMP TR-FRET; cells stimulated with saturating PGE2; inhibition, % at 25 µM; hit rate 0.52% among 260,000;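 active = percent inhibition above 40 after rounding to a whole number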;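 also: rat C6 glioma host cells with rolipram phosphodiesterase inhibitor present; the protocol text gives 20 µM as final concentration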
14-3-3 Bad PPI: disrupts binding of bovine 14-3-3 zeta to phospho-Bad peptide; P63103; TR-FRET 14-3-3zeta/Dy647-pBad peptide displacement, 1 h; inhibition, % at 21.7 µM; hit rate 0.71% among 220,000;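 active = inhibition above about 70%, limit read from the data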;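 also: 0% = full 14-3-3 plus peptide FRET controls and 100% = background without 14-3-3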
Target sequence (P63103 whole entry, looked up): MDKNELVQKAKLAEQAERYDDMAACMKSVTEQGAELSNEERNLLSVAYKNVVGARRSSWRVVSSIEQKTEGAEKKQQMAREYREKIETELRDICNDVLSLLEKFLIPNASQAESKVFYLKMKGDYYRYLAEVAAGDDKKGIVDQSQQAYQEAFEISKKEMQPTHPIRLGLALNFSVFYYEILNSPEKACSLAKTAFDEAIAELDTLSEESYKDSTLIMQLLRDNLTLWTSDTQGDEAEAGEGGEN
NPY Y1 blocker: blocks the human neuropeptide Y Y1 receptor | P25929 | HEK293-CNG Y1 cells, membrane potential fluorescence; NPY at EC95, then isoproterenol | inhibition, % at 3.6 µM | hit rate 1% among 200,000 | AID 1040;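 active = inhibition above the campaign mean inhibition of all tested compounds plus 3 SD, cut at about 20% in these data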;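 also: 0% = DMSO wells given NPY plus isoproterenol and 100% = isoproterenol alone without NPY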
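Material: Y1- and CNG-channel-expressing HEK293 cells / Probe or stimulus: NPY 25 nM then isoproterenol 1 µM plus Ro 20-1724 25 µM / Doses: 3.6 µM single dose, DMSO 0.4% / Schedule: compound incubation 1 h at room temperature, readout 45 min post-stimulation / Signal: membrane potential fluorescence / Benchmarks: isoproterenol-only wells as full block versus NPY-plus-isoproterenol wells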
* = called active by the depositor; / = no result given; [ ] = another dose, or the depositor's remark. Not all compounds are listed. The share of hits here may be higher or lower than overall.

cpd	smiles	NPY1 pot ag	EP2 mod	PPC-1+TRAIL kill	TRPN1 ag	CHOP inh	TRPML3 agonist	EP2 antag	14-3-3 Bad PPI	NPY Y1 blocker
1	CCc1cccc(C)c1NC(=O)CSc1nc(-c2ccccc2F)nc2nc[nH]c12	11	-2	18	-0.2	108*	-0.8	3	29	3
2	C=CCOC(=O)C1=C(C)NC(SCC(=O)OCC)=C(C#N)C1c1ccc(O)c(OC)c1 (configuration not stated)	-16	23	-14	-0.1	12	-0.9	16	-8	11
3	COC(=O)c1cc(OC)c(OC)cc1NC(=O)Nc1ccc(OC)cc1OC	-10	14	15	-0.8	20	-0.1	5	-6	-3
4	CCCn1c(CN2CCN(C(=O)c3ccco3)CC2)nc2c1c(=O)n(C)c(=O)n2C	-18	16	8	0.3	6	0.7	9	5[fluorescence artefact?]	5
5	Cc1ccc2c(c1)N(CC(=O)NCc1ccco1)C(=O)CO2	-10	5	10	0.8	5	0.2	3	3	8
6	O=C1N(Cc2cccnc2)C[C@@H]2C[C@@H](c3ccc(-c4ccccc4)cc3)N3CCC[C@@]123	7	-32	10	1.0	28	0.4	9	-4	5
7	O=C(NC1CC2CCC1C2)C1COc2ccccc2O1 (configuration not stated)	0	-6	3	-0.9	27	-0.8	14	11[fluorescence artefact?]	-1
8	CN(C)CCCn1c(SCC(=O)Nc2nc(-c3cccc(Br)c3)cs2)nc2ccccc2c1=O	-69	-26	24	1.4	106*	0.8	5	-27	/
9	COC(=O)c1ccc(COc2cc([N+](=O)[O-])cc3cccnc23)o1	8	-17	/	0.2	14	0.1	12	8	5
10	CCOC(=O)C1(CCOc2ccccc2)CCN(Cc2cc(OC)c3c(c2)OCO3)CC1	-28	-1	16	-0.2	37	1.4	5	-14	14
11	COc1ccc(-c2cc(OC)c3ccccc3n2)cc1	-26	15	-3	-1.4	30	-1.2	13	-4	14
12	COc1cc(/C=N/NC(=O)C(Cc2c[nH]c3ccccc23)NC(=O)OCc2ccccc2)cc([N+](=O)[O-])c1O (configuration not stated)	-1	6	5	-0.8	4	-0.4	9	-9[fluorescence artefact?]	3
13	C/C(=N/NC(=O)c1cc(C2CC2)[nH]n1)c1cccs1	-8	-21	60*[5 µM]	0.0	50	0.2	2	-9	-4
14	O=C(O)c1ccccc1/C=N/NC(=O)c1cc(-c2ccco2)nc2ccccc12	0	25	26	-0.5	2	0.3	10	70	/
15	O=C(NCCOCC(F)(F)C(F)F)c1cc(F)c(F)cc1Cl	2	-8	1	-1.1	52	-0.2	9	-6	-3
16	CCN(CC)C(=O)c1ccccc1NC(=O)c1ccccc1SC	-1	17	-8	-0.1	48	0.2	9	-6	0
17	CC1(OC(=O)CCc2ccccc2)C(=O)C=C2C=C(c3ccc(C#N)cc3)N(C3CC3)C=C2C1=O (configuration not stated)	/	6	15	/	5	/	8	-3	/
18	O=C(CNCC1CCCCC1)Nc1ccccc1N1CCCCC1	-7	66*	25	-2.5	79*	1.2	5	80*	-1
19	CC(C)C(OC(=O)/C=C/c1ccc2c(c1)OCO2)C(=O)NC(N)=O (configuration not stated)	-13	-38	16	-0.8	3	0.0	5	11	1
20	CC(=O)Nc1cc(NC(C)=O)c2nc(N)sc2c1	12	-16	-17	0.3	-2	0.5	8	7	-4
21	Cc1cc(C)c(C(=O)COC(=O)Cn2cnnn2)cc1C	-15	3	-11	-0.3	5	0.7	15	-6	3
22	CCN(CC)CC(=O)N1c2ccccc2Oc2c(c(=O)n(C)c(=O)n2C)C1c1cccc([N+](=O)[O-])c1 (configuration not stated)	8	-20	-1	-0.1	-1	0.4	12	-1	/
23	CSc1nc2nc3c(cc2c(=O)n1-c1cccc(C)c1)COC(C)(C)C3	4	-5	-10	0.8	11	0.8	12	-6	/
24	CCOC(=O)C1=NOC(C(=O)NN(C)c2ncc(C(F)(F)F)cc2Cl)C1 (configuration not stated)	3	1	16	0.8	-13	0.8	4	-17	-1
25	COc1ccc(C(=O)COc2cccc(NC(=O)c3ccco3)c2)cc1	-42	-24	0	2.8	-6	0.1	13	-3	1
26	COc1cccc(Cn2c(Oc3ccccc3)nc3c2c(=O)n(C)c(=O)n3C)c1	-1	49	27	-0.7	48	-0.7	12	-7	16
27	C=CCn1c(SCC(=O)CC(=O)OCC)nc2cc(C(=O)N3CCC(C(N)=O)CC3)ccc2c1=O	2	7	-2	1.7	35	-0.2	9	-5	-5
28	CSc1ccc(C(=O)C2CCCN(C(=O)c3nn(C)c(=O)c4ccccc34)C2)cc1 (configuration not stated)	-9	-16	22	4.6	14	2.2	3	-5	3
29	CC(C(=O)Nc1ccccc1C(=O)N1CCCC1)n1nnc2ccccc21 (configuration not stated)	5	11	-24	0.6	9	0.1	5	1	1
30	Cc1ccc(N2C(=O)N(CC(=O)N(C)Cc3ccccc3)C(=O)C2C)cc1 (configuration not stated)	-6	29	13	-0.5	37	0.5	8	0	-3

Two entries from above, reformatted:
11: COc1ccc(-c2cc(OC)c3ccccc3n2)cc1
26: COc1cccc(Cn2c(Oc3ccccc3)nc3c2c(=O)n(C)c(=O)n3C)c1

| Assay by compound | 11 | 26 |
| --- | --- | --- |
| NPY1 pot ag | -26 | -1 |
| EP2 mod | 15 | 49 |
| PPC-1+TRAIL kill | -3 | 27 |
| TRPN1 ag | -1.4 | -0.7 |
| CHOP inh | 30 | 48 |
| TRPML3 agonist | -1.2 | -0.7 |
| EP2 antag | 13 | 12 |
| 14-3-3 Bad PPI | -4 | -7 |
| NPY Y1 blocker | 14 | 16 |

(further entries)
cpd	smiles	NPY1 pot ag	EP2 mod	PPC-1+TRAIL kill	TRPN1 ag	CHOP inh	TRPML3 agonist	EP2 antag	14-3-3 Bad PPI	NPY Y1 blocker
31	O=C(CCl)Nc1cccc(S(=O)(=O)N2CCCCCC2)c1	-3	0	-7	0.4	93*	0.6	7	1	5
32	Cc1csc(SC(C)C(=O)NCc2ccc3c(c2)OCO3)n1 (configuration not stated)	4	8	6	0.6	22	0.2	5	-8	-2
33	CCOc1ccc(CN2CCCN(C)CC2)cc1	0	15	-5	-0.6	34	0.5	19	70	6
34	CCOc1ccc(/C=N/n2c(SC)nnc2-c2ccccc2)cc1OCC	-5	28	1	2.1	11	-0.2	5	0	1
35	COC(=O)CCc1n[nH]c(=O)[nH]c1=O	-14	4	20	1.2	8	0.4	8	3	2
36	Cc1ccc(-c2nnc(SCC(=O)NC3CCCc4ccccc43)n2N)cc1 (configuration not stated)	-16	15	28	-1.1	40	0.4	17	-27[fluorescence artefact?]	7
37	CCc1ccc2nc(NC(=O)c3cc(C)on3)sc2c1	-2	-6	27	-0.1	/	0.3	7	-3	-5
38	O=C(Nc1ccc(OCC(=O)N2CCN(S(=O)(=O)c3ccccc3)CC2)cc1)c1ccco1	5	-11	30	0.9	-4	-0.9	11	-6	16
39	Cc1ccccc1NC(=S)NC(NC(=O)C(C)(C)C)C(Cl)(Cl)Cl (configuration not stated)	-2	-12	13	1.5	-38	0.6	5	8	7
40	COc1ccc2oc(-c3ccc(C)c(NC(=O)c4ccc(N5CCOCC5)c([N+](=O)[O-])c4)c3)nc2c1	31	-13	-12	-0.8	5	-0.2	6	-2	-3
41	COC(CNC(=O)[C@H](CSCc1ccccc1)N1Cc2ccccc2C1=O)OC	8	-19	22	2.0	23	0.2	12	-7	3
42	NS(=O)(=O)c1ccc(CNC(=O)/C=C/c2ccccc2)cc1	13	-23	14	0.4	-3	0.3	11	-6[fluorescence artefact?]	1
43	CCOC(=O)C1(CCOC)CCN(Cc2ccncc2)CC1	-6	-6	8	1.0	-25	1.2	6	-12	4
44	S=C(NC1CCCCC1)N1CCN(c2ncccn2)CC1	-7	-5	10	-0.1	50	0.8	3	-1	-5
45	COC(=O)C1C(=O)/C(=C/N(C)C)C(=O)CC1(C)C (configuration not stated)	3	25	13	1.6	28	0.5	9	-13	3

Quoted from the listing:
compound 42 in TRPN1 ag reads 0.4
compound 31 in TRPML3 agonist reads 0.6
compound 33 in CHOP inh reads 34

Part of the list above in order of number of heavy atoms, highest first.
cpd	smiles	NPY1 pot ag	EP2 mod	PPC-1+TRAIL kill	TRPN1 ag	CHOP inh	TRPML3 agonist	EP2 antag	14-3-3 Bad PPI	NPY Y1 blocker
27	C=CCn1c(SCC(=O)CC(=O)OCC)nc2cc(C(=O)N3CCC(C(N)=O)CC3)ccc2c1=O	2	7	-2	1.7	35	-0.2	9	-5	-5
2	C=CCOC(=O)C1=C(C)NC(SCC(=O)OCC)=C(C#N)C1c1ccc(O)c(OC)c1 (configuration not stated)	-16	23	-14	-0.1	12	-0.9	16	-8	11
1	CCc1cccc(C)c1NC(=O)CSc1nc(-c2ccccc2F)nc2nc[nH]c12	11	-2	18	-0.2	108*	-0.8	3	29	3
41	COC(CNC(=O)[C@H](CSCc1ccccc1)N1Cc2ccccc2C1=O)OC	8	-19	22	2.0	23	0.2	12	-7	3
16	CCN(CC)C(=O)c1ccccc1NC(=O)c1ccccc1SC	-1	17	-8	-0.1	48	0.2	9	-6	0
39	Cc1ccccc1NC(=S)NC(NC(=O)C(C)(C)C)C(Cl)(Cl)Cl (configuration not stated)	-2	-12	13	1.5	-38	0.6	5	8	7
15	O=C(NCCOCC(F)(F)C(F)F)c1cc(F)c(F)cc1Cl	2	-8	1	-1.1	52	-0.2	9	-6	-3

Further compounds follow.
cpd	smiles	NPY1 pot ag	EP2 mod	PPC-1+TRAIL kill	TRPN1 ag	CHOP inh	TRPML3 agonist	EP2 antag	14-3-3 Bad PPI	NPY Y1 blocker
46	CCOC(=O)C1(Cc2ccccc2C)CCCN(C(=O)c2cc(CC)nn2C)C1 (configuration not stated)	7	18	-8	-0.1	24	0.5	12	-9	-2
47	CCN(CC)S(=O)(=O)c1ccc(Cl)c(NC(C)=O)c1	-29	27	24	0.4	6	0.6	11	-21	0
48	COc1ccc(NC(=O)COC(=O)Cn2c(C)nc3ccccc32)cc1OC	4	5	-4	0.2	3	0.8	18	-6	1
49	O=C(NC(=S)N1CCN(c2ccc(C(F)(F)F)cc2[N+](=O)[O-])CC1)c1cccs1	-8	-23	16	-0.9	8	0.5	8	-5	8
50	O=c1sc2ccccc2c(=O)n1Cc1ccccc1F	14	52	16	-1.5	10	-0.6	10	2	4
51	CN(C)CCSc1nc(O)c(-c2ccccc2)c(=O)n1-c1ccccc1	14	-7	9	2.5	9	0.0	5	-6	/
52	CCN(CC)c1ccc(/C=N/N2C(=O)c3ccccc3C2=O)cc1	-17	-3	13	-0.2	5	0.6	4	-16	4
53	CCN(C(=O)CSc1nnc(-c2ccccc2Br)o1)C1CCS(=O)(=O)C1 (configuration not stated)	9	-7	9	-1.4	-1	-0.1	11	-8	-2
54	Cc1ccc(C(=O)NCC(=O)NCCc2ccc(S(N)(=O)=O)cc2)s1	16	-1	6	1.6	12	0.9	3	-2	/
